RNase H inhibition: RNase H inhibition, HIV 1 Gag Pol polyprotein, FRET biochemical assay, screening (AID 372); HIV-1 RT RNase H, FRET RNA/DNA substrate fluorescence; higher % means a stronger effect; one-dose inhibition, % at 10 µM; IC50 in µM for titrated hits; 100,000 compounds, 0.77% hits; in the data active = inhibition above about 50%
Starred values were filed as active, the others as inactive. These rows are one share of the data; count on the stated rates, not on these rows.

`Cc1cc(C)cc(NC(=O)c2sc3ccccc3c2Cl)c1` gave RNase H inhibition 7%.
`COc1ccccc1NS(=O)(=O)c1ccc(NC(C)=O)cc1` gave RNase H inhibition 0%.
`Cc1ccc2nc(NC(=O)CSc3nc(C)cc(=O)[nH]3)sc2c1` gave RNase H inhibition 1%.
`Cc1c(Cl)cccc1N=Cc1ccc(C#N)cc1` gave RNase H inhibition 5%.
`Cc1ccc2nsnc2c1NC(=O)S(=O)(=O)c1ccccc1` gave RNase H inhibition 4%.
`CCSCCOC(=O)C1=C(C)NC2=C(C(=O)CC(c3ccc(Cl)cc3)C2)C1c1ccccc1OC` (stereo not given) gave RNase H inhibition 12%.
`COc1ccc(CNC2CCCCC2C)c(OC)c1` (stereo not given) gave RNase H inhibition 7%.
`O=C1c2ccccc2C(=Nc2ccccc2)C1c1ccc2ccccc2c1` (stereo not given) gave RNase H inhibition 16%.
`Cc1ccc(SCCOc2ccc(/C=C3/SC(=S)N(C)C3=O)cc2)cc1` gave RNase H inhibition 7%.
COc1ccc(C2NC(=O)NC(C)=C2C(=O)OCC(Cl)(Cl)Cl)cc1OC (stereo not given) was read as RNase H inhibition 2%.
`O=C(Nc1c(C(=O)Nc2cccc(Cl)c2)cnn1-c1ccccc1)c1ccccc1Cl` gave RNase H inhibition 10%.
`CCC(=O)N1c2ccccc2NC2=C(C(=O)CC(c3cccc([N+](=O)[O-])c3)C2)C1c1ccco1` (stereo not given) gave RNase H inhibition 6%.
CC1=C(C)CC2C(=O)N(c3ccc(N4CCCCC4)cc3)C(=O)C2C1 (stereo not given) was read as RNase H inhibition 0%.
O=S(=O)(O/N=C1\CCCc2sc(Cl)cc21)c1ccccc1 was read as RNase H inhibition 6%.
For CCN(CC)c1ccc(C2C(C(=O)OC3CCCCC3)=C(C)NC3=C2C(=O)CC(c2ccc(OC)cc2)C3)cc1 (stereo not given) the results were RNase H inhibition 11%.
`COc1cccc(/C=N/NC(=O)CC2(C)OCCO2)c1OC` gave RNase H inhibition 6%.
For CC1=NN(C(=O)c2cccc(C)c2O)C(O)(C(F)(F)F)C1 (stereo not given) the results were RNase H inhibition 8%.
NC(=O)C1CCN(C(=O)c2ccccc2NC(=O)c2ccccc2Br)CC1 was read as RNase H inhibition 0%.
For Cc1ccccc1/C(N)=N/OC(=O)c1ccc(C)c([N+](=O)[O-])c1 the results were RNase H inhibition 6%.
Screening CC(C)C(=O)Nc1cccc(-c2nc3cc(Cl)cc(Cl)c3o2)c1 returned RNase H inhibition 4%.

Structures above with a thiophene ring, fused or not, in the order listed:
`Cc1cc(C)cc(NC(=O)c2sc3ccccc3c2Cl)c1` gave RNase H inhibition 7%.
O=S(=O)(O/N=C1\CCCc2sc(Cl)cc21)c1ccccc1 was read as RNase H inhibition 6%.

(continued)
`CCOc1ccc(OCCCOc2ccc(C)cc2I)cc1` gave RNase H inhibition 7%.
O=C(N=Nc1c(O)n(CN2CCCCCC2)c2ccc(Br)cc12)c1cccnc1 was read as RNase H inhibition 5%.
Screening CCCC1CCc2nc3ccccc3c(C(=O)O)c2C1 (stereo not given) returned RNase H inhibition 6%.
For COC(=O)c1ccc(C(=O)OC)c(NC(=O)C(C)(C)C)c1 the results were RNase H inhibition 0%.
CC(C)N(Cc1ccccc1)C(=O)c1ccc(Cl)cc1Cl was read as RNase H inhibition 0%.
O=[N+]([O-])c1cccc(Nc2ccccc2)c1 was read as RNase H inhibition 24%.
For COc1ccc(/C=C/c2[nH]c(=O)[nH]c(=O)c2[N+](=O)[O-])cc1Br the results were RNase H inhibition 3%.
For COc1ccc(CCNC(=O)CN(c2cccc([N+](=O)[O-])c2)S(=O)(=O)c2ccccc2)cc1OC the results were RNase H inhibition 4%.
Screening CCN(CC)C(=O)c1ccc(Oc2cc(Oc3cccc(Cl)c3)cc([N+](=O)[O-])c2)cc1 returned RNase H inhibition 16%.
`CCOC(=O)c1c(NC(C)=O)sc(C(=O)Nc2ccc(C)cc2C)c1C` gave RNase H inhibition 14%.
COc1cc(/C=C2\SC(=S)N(C)C2=O)cc(Cl)c1OCCOc1ccc(C)cc1C was read as RNase H inhibition 8%.
Screening O=C(NC(=S)NC1CCSC1=O)c1ccc(Cl)cc1Cl (stereo not given) returned RNase H inhibition 1%.
Screening COc1ccc(C2C(C#N)=C(N)N(c3ccc([N+](=O)[O-])cc3)C3=C2C(=O)CCC3)cc1OC (stereo not given) returned RNase H inhibition 12%.
For CC1(C)CC(C(CCN)Cc2ccccc2)CCO1 (stereo not given) the results were RNase H inhibition 12%.
`O=C1N=C(N2CCOCC2)S/C1=C\c1cccc(O)c1` gave RNase H inhibition 14%.
For Cc1ccccc1C(=O)Nc1cccc(Cl)c1Cl the results were RNase H inhibition 0%.
CCOC(=O)c1c(NC(C)=O)sc(I)c1-c1ccccc1 was read as RNase H inhibition 15%.
Screening COC(=O)C1=C(C)NC2=C(C(=O)c3ccccc32)C1c1ccccc1OCc1ccc(Cl)cc1Cl (stereo not given) returned RNase H inhibition 14%.
For c1ccc(C2CC3CC(c4ccccc4)N2O3)cc1 (stereo not given) the results were RNase H inhibition 3%.
For Cc1cc2nc3s/c(=C/c4cccc5ccccc45)c(=O)n3c2cc1C the results were RNase H inhibition 0%.
CCCc1ccc(C(=O)N2c3ccccc3C(Nc3ccccc3)CC2C)cc1 (stereo not given) was read as RNase H inhibition 38%.
COc1ccc(/C=C/C(=O)Nc2ccc(-c3ccccc3)cc2)cc1OC was read as RNase H inhibition 0%.
Cc1c(N(CC(=O)O)S(=O)(=O)c2ccccc2)c(=O)n(-c2ccccc2)n1C was read as RNase H inhibition 0%.
For CC1CCN(CCC(=O)N/N=C/c2ccc([N+](=O)[O-])cc2)CC1 the results were RNase H inhibition 7%.
COc1ccc(CSc2nnc(C)s2)cc1F was read as RNase H inhibition 0%.
For Cc1ccc2[nH]c(O)c(N=NC(=O)c3ccccc3Cl)c2c1 the results were RNase H inhibition 38%.
`Cc1ccc(C(=O)COC(=O)CCN2C(=O)C3C4CCC(C4)C3C2=O)cc1[N+](=O)[O-]` (stereo not given) gave RNase H inhibition 6%.
For O=C(Cc1cccs1)N1CCN(c2ccccc2)CC1 the results were RNase H inhibition 8%.
For CCC(=O)Nc1nc(C)c(-c2csc(Nc3cc(OC)ccc3OC)n2)s1 the results were RNase H inhibition 14%.
CCOC(=O)C1=C(C)NC2=C(C(=O)CC(C)(C)C2)C1c1ccc(OCc2ccc(C)cc2)c(OC)c1 (stereo not given) was read as RNase H inhibition 6%.
Cc1cccc(NC(=O)CN2C(=O)C(=O)c3ccccc32)c1 was read as RNase H inhibition 20%.
For CCOc1cc(C2C3=C(CC(C)(C)CC3=O)Nc3ccccc3N2C(=O)c2ccccc2)ccc1O (stereo not given) the results were RNase H inhibition 1%.
`O=C1C(=O)N(c2cccc(Br)c2)C(c2ccccc2)/C1=C(/O)c1ccccc1` (stereo not given) gave RNase H inhibition 6%.
CCOc1ccc(C(=O)NCC2(C)CC(NC(=O)c3ccc(OCC)cc3)CC(C)(C)C2)cc1 (stereo not given) was read as RNase H inhibition 16%.
CC(=O)Nc1cc(N=Cc2ccc(O)cc2O)c(Cl)cc1Cl was read as RNase H inhibition 4%.
Screening O=C(Nc1ccc(S(=O)(=O)N2CCc3ccccc32)cc1)c1ccccc1[N+](=O)[O-] returned RNase H inhibition 21%.
For O=C(CC(=O)c1ccccc1)CC(=O)c1ccccc1 the results were RNase H inhibition 11%.
CC(C)=C1C(=O)NN(c2ccc(C)c(Cl)c2)C1=O was read as RNase H inhibition 9%.
`COc1cccc(C(=O)N2CCN(C3CCN(Cc4ccccc4)CC3)CC2)c1OC` gave RNase H inhibition 19%.
For O=C(NC(c1ccccc1)c1ccc2cccnc2c1O)c1ccccc1 (stereo not given) the results were RNase H inhibition 20%.

Molecules above containing a COOH group, in the order listed:
Screening CCCC1CCc2nc3ccccc3c(C(=O)O)c2C1 (stereo not given) returned RNase H inhibition 6%.
Cc1c(N(CC(=O)O)S(=O)(=O)c2ccccc2)c(=O)n(-c2ccccc2)n1C was read as RNase H inhibition 0%.

The main list resumes; the 7 compounds before the break are reprinted first.
CCOc1ccc(C(=O)NCC2(C)CC(NC(=O)c3ccc(OCC)cc3)CC(C)(C)C2)cc1 (stereo not given) was read as RNase H inhibition 16%.
CC(=O)Nc1cc(N=Cc2ccc(O)cc2O)c(Cl)cc1Cl was read as RNase H inhibition 4%.
Screening O=C(Nc1ccc(S(=O)(=O)N2CCc3ccccc32)cc1)c1ccccc1[N+](=O)[O-] returned RNase H inhibition 21%.
For O=C(CC(=O)c1ccccc1)CC(=O)c1ccccc1 the results were RNase H inhibition 11%.
CC(C)=C1C(=O)NN(c2ccc(C)c(Cl)c2)C1=O was read as RNase H inhibition 9%.
`COc1cccc(C(=O)N2CCN(C3CCN(Cc4ccccc4)CC3)CC2)c1OC` gave RNase H inhibition 19%.
For O=C(NC(c1ccccc1)c1ccc2cccnc2c1O)c1ccccc1 (stereo not given) the results were RNase H inhibition 20%.
Cc1cccc(OCC(=O)Nc2cccc(Cl)c2Cl)c1 was read as RNase H inhibition 25%.
COC(=O)c1sccc1NC(=O)c1cc(-c2ccccc2Cl)nc2ccccc12 was read as RNase H inhibition 7%.
For CN1CCN(C2CC(=O)N(c3ccc(Cl)c(Cl)c3)C2=O)CC1 (stereo not given) the results were RNase H inhibition 5%.
Screening COc1ccc(-c2c(C(=O)O)nc3ccccc3c2C(=O)O)cc1 returned RNase H inhibition 0%.
Screening Cc1ccc2nc(Nc3cccc(C(F)(F)F)c3)nc(-c3ccccc3)c2c1 returned RNase H inhibition 4%.
Screening Cc1cc(Cl)ccc1OCC(=O)N(CC(C)C)CC(C)C returned RNase H inhibition 14%.
O=C(N/N=C/c1cc2c(cc1Cl)OCO2)c1cccnc1 was read as RNase H inhibition 8%.
For CCOC(=O)Nc1ccc(S(=O)(=O)Nc2ncccn2)cc1 the results were RNase H inhibition 0%.
Cc1ccc(C2=N/C(=C/c3ccc(N4CCCCC4)c([N+](=O)[O-])c3)C(=O)O2)cc1 was read as RNase H inhibition 10%.
Screening O=C(Oc1nn(-c2ccccc2)cc1C(=O)c1ccccc1)c1ccccc1 returned RNase H inhibition 6%.
COc1cc(C)ccc1OCCOCCOc1c(Cl)cc(C)cc1Cl was read as RNase H inhibition 21%.
For O=C(Nc1sc2c(c1C(=O)Nc1ccccc1)CCC2)c1cccnc1 the results were RNase H inhibition 23%.
N#C/C(=C\c1cccc(Br)c1)c1nc(-c2cccc([N+](=O)[O-])c2)cs1 was read as RNase H inhibition 22%.
For O=c1oc(-c2cccs2)nc2ccc(Cl)cc12 the results were RNase H inhibition 5%.
`CCOc1ccc(-c2n[nH]c(=S)n2C2C=CCCC2)cc1` (stereo not given) gave RNase H inhibition 10%.
Screening O=C(c1ccc2c(c1)OCO2)N1CCC(CN2C(=O)c3cccc4cccc(c34)C2=O)CC1 returned RNase H inhibition 0%.
`Cc1[nH]n(-c2ccc(Cl)cc2)c(=O)c1C=Nc1ccc([N+](=O)[O-])cc1` gave RNase H inhibition 27%.
`COc1ccc(-c2nc3ccccc3o2)cc1NC(=O)c1ccc(Cl)c([N+](=O)[O-])c1` gave RNase H inhibition 14%.
`COc1ccc(CNC(=O)c2cc3nc(-c4ccc([N+](=O)[O-])cc4)cc(C(F)(F)F)n3n2)cc1` gave RNase H inhibition 10%.
For CN1C(=O)C(=Cc2ccc(Br)o2)C(=O)N(C)C1=S the results were RNase H inhibition 28%.
For Nc1nonc1-c1nc2ccccc2n1Cc1ccccc1Cl the results were RNase H inhibition 36%.
`COc1ccc(C(=O)N2CCN(S(=O)(=O)c3ccccc3)CC2)cc1` gave RNase H inhibition 21%.
For C=CCOc1c(Br)cc(/C=c2\sc3n(c2=O)C(c2ccc(OC)cc2)C(C(=O)OCC)=C(C)N=3)cc1OC (stereo not given) the results were RNase H inhibition 13%.
COc1nn(-c2ccccc2)c(=O)c(Cl)c1Cl was read as RNase H inhibition 11%.
Screening Cc1ccc(-c2ccc(OC(=O)c3cc([N+](=O)[O-])ccc3Cl)cc2)cc1 returned RNase H inhibition 9%.
CCOc1cccc(C(=O)NC(=S)Nc2ccccc2O)c1 was read as RNase H inhibition 14%.
`CCOC(=O)c1c[nH]c2ccc([N+](=O)[O-])cc2c1=O` gave RNase H inhibition 9%.
For O=c1oc2cc(O)c([N+](=O)[O-])cc2cc1-c1csc(-c2ccc(Cl)cc2)n1 the results were RNase H inhibition 13%.
Screening N#Cc1cccc(NC(=O)c2ccccc2C(=O)O)c1 returned RNase H inhibition 2%.
For COC(=O)c1cc(C(=O)NC2CCCCCC2)cc([N+](=O)[O-])c1 the results were RNase H inhibition 4%.
For O=C(O)COc1ccc(/C=C2/SC(=S)NC2=O)cc1Cl the results were RNase H inhibition 11%.
`CCSc1nnc2c(n1)[nH]c1c(C)cccc12` gave RNase H inhibition 6%.
O=C(NC(=S)Nc1ccccc1)c1cccc(F)c1 was read as RNase H inhibition 4%.
Screening COc1cc(C)c(CNC23CC4CC(CC(C4)C2)C3)cc1C returned RNase H inhibition 8%.
Screening O=C(N/N=C/c1c(Cl)cccc1Cl)c1cc(C23CC4CC(CC(C4)C2)C3)[nH]n1 returned RNase H inhibition 35%.
CC1(C)CC(=O)C(C2(C3=C(O)CC(C)(C)CC3=O)C(=O)Nc3ccccc32)C(=O)C1 (stereo not given) was read as RNase H inhibition 10%.
For CNc1ccc([N+](=O)[O-])cc1N/C=C1\CCCCC1=O the results were RNase H inhibition 22%.
Screening O=C1CCCC2=C1C(c1ccc([N+](=O)[O-])cc1)C1=C(CCCC1=O)N2c1ccc(Cl)cc1 returned RNase H inhibition 7%.
Screening O=C1C(=O)N(CCCO)C(c2ccc(Cl)cc2)/C1=C(\O)c1ccccc1 (stereo not given) returned RNase H inhibition 13%.
`CC(C)(C)OC(=O)c1ccc([N+](=O)[O-])cc1` gave RNase H inhibition 0%.
